HTR1E antagonist – 5-HT1E (human) receptor antagonism; P28566; CHO 5-HT1E Ga15 NFAT-bla reporter, FRET, antagonist; inhibition, % at 6 µM; 65,000 compounds, 0.99% hits; AID 571;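 active means inhibition above a set limit, the mean inhibition across every tested compound plus 3 SD, cut at about 29% in these data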;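 further: signal is the 460 over 535 nm emission ratio of beta-lactamase substrate; 0% = agonist plus DMSO wells and 100% = wells without agonist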
Target sequence (P28566 whole entry, looked up): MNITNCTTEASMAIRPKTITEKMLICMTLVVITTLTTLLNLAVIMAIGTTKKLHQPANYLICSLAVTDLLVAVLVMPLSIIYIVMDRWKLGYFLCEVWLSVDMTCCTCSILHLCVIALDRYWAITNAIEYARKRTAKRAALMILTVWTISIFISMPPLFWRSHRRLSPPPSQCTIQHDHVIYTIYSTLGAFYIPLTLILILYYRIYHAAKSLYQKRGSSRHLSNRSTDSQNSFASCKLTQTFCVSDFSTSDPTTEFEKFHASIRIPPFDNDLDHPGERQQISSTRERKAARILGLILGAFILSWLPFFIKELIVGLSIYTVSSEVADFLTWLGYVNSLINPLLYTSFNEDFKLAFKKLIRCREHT
HTR1A agonist – activates the human 5-HT1a serotonin receptor; P08908; CHO 5-HT1a Ga15 NFAT-bla reporter, FRET ratio; 0% basal, 100% maximal reference agonist; activation, % at 10 µM; 65,000 compounds, 0.56% hits; AID 567;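 active means activation above the screen-wide mean activation plus 3 SD, cut at about 19% in these data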;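 further: 0% = DMSO wells and 100% = 5-CT at EC100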
Target sequence (P08908 whole entry, looked up): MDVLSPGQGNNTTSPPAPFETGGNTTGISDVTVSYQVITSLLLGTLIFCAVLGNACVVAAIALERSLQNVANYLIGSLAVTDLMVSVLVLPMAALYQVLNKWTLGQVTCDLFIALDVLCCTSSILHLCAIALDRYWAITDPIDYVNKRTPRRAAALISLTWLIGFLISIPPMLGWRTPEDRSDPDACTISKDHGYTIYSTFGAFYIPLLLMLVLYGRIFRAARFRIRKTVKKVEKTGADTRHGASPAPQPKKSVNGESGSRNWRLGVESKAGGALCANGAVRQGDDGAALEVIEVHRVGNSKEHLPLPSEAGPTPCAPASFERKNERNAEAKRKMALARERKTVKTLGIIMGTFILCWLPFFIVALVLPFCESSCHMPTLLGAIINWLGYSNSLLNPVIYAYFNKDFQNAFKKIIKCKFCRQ
M1 ag – activates the M1 muscarinic receptor. 64,000 compounds, 3% hits. AID 626. B-score at 10 µM. CHO-M1 cells, Fluo-4 calcium fluorescence, agonist mode; hits give high values;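 active means fluorescence rise, raw or as B-score row- and column-corrected plate score, outside the 99.7% band of its plate's samples, either direction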
M1 antagonist – antagonists of rat M1 muscarinic receptor; B-score at 10 µM; AID 628; 64,000 compounds, 3.4% hits; CHO-M1 cells, Fluo-4 calcium, ACh EC80 antagonist mode; hits give low values; P08482;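 active means calcium fluorescence response, raw or row-and-column corrected B-score, differing from the plate sample mean either way at a set confidence level, mostly lower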
Jurkat tox 60K – cytotoxicity toward Jurkat cells. inhibition, % at 4 µM. 56,000 compounds, 1.2% hits. Jurkat E6.1 viability, ATP luminescence, 48 h. AID 463;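 active means inhibition above the mean inhibition of all tested compounds plus 3 SD, cut at about 28% in these data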
5HT1a antag – blocks the human serotonin 5-HT1a receptor; CHO 5-HT1a Ga15 NFAT-bla reporter, antagonist mode; AID 612; inhibition, % at 10 µM; 62,000 compounds, 0.68% hits;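 active means inhibition above the mean of all tested compounds plus 3 SD, cut at about 43% in these data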;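 further: receptor stimulated by 5-CT agonist at 100 nM near EC80; beta-lactamase reporter measured by ratiometric fluorescence of a cleavable substrate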
5HT1E ag – activates the human 5-HT1E serotonin receptor. P28566. CHO 5-HT1E Ga15 NFAT-bla reporter, FRET; 0% DMSO wells, 100% control agonist wells. 65,000 compounds, 0.69% hits. activation, % at 6 µM;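 active means activation above a set limit, the screen-wide mean activation plus 3 SD, cut at about 8.5% in these data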;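 further: 100% = positive control agonist at 1 µM giving full maximal response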
S1P1 ag pot – S1P1 (human) agonism or agonism potentiation. S1P1 CRE-bla cells, forskolin, beta-lactamase FRET, potentiator mode; S1P1 agonist co-added at EC20, 2 nM; 100% = saturating reference agonist, 0% = basal. activation, % at 9.5 µM. 56,000 compounds, 0.57% hits;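 active means activation above a cutoff set at the mean activation of all tested compounds plus 3 SD, cut at about 54% in these data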;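 further: forskolin at 4 µM as EC80 and the EC20 agonist is SEW2871; 100% = SEW2871 at its EC100 plus forskolin at EC80; some compounds past the cut are filed as inactive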
S1P3 agonist – activates the human S1P3 receptor | Q99500 | S1P3 NFAT-BLA reporter cells, agonism, FRET ratio; relative to 1 µM S1P, basal subtracted | activation, % at 4.5 µM | 60,000 compounds, 0.1% hits;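 active means activation above the screen-wide mean plus 3 SD, cut at about 4.5% in these data, passing the limit was not always enough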; further: some compounds called inactive have numbers as strong as hits
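Benchmarks: high control 1 µM S1P / System: stable CHO line with human S1P3, Gα16, NFAT-BLA reporter / Dosing: single compound concentration, 4.5 µM final / Timing: 4 h compound at 37 °C, 2 h substrate at RT / Measured by: FRET β-lactamase substrate fluorescence, excitation 405 nm, 460/535 nm emission ratio, background-subtracted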
An asterisk follows results filed as active; nt = not tested or not shown.

nr	structure	HTR1E antagonist	HTR1A agonist	M1 ag	M1 antagonist	Jurkat tox 60K	5HT1a antag	5HT1E ag	S1P1 ag pot	S1P3 agonist
1	Cc1ccc(C(=O)COC(=O)CNC(=O)c2ccco2)cc1	-5	-0.9	-0.28	-0.21	-5	-9	0.6	-29	-0.5
2	C=C(C)COc1ccc(-c2nc(N)nc(C)c2Oc2ccccc2OC)c(O)c1	10	-1.8	nt	nt	5	7	-0.9	74	-1.9
3	CN(CC(=O)Nc1ccc(F)c(F)c1F)c1cnccn1	4	-1.9	-0.019	0.037	4	18	0.4	17	-0.3
4	Cc1cc(-n2c(C)cc(C(=O)CSc3ccc4c(c3)OCCO4)c2C)no1	-1	-1.9	0.019	-0.96	1	17	-0.3	51	-0.2
5	c1ccc(-c2cc(-c3nc(-c4cccnc4)no3)c3ccccc3n2)cc1	12	-0.5	-1.3	0.41	7	-10	0.3	-7	-0.2
6	COC(=O)c1ccccc1NC(=O)c1ccc(NS(C)(=O)=O)cc1	8	-2.9	0.55	-0.71	3	-6	0.9	-15	0.3
7	NC(=O)C1CCN(C(=O)CN(c2cccc(C(F)(F)F)c2)S(=O)(=O)c2ccccc2)CC1	-6	0.0	0.081	0.074	0	-2	0.8	nt	0.5
8	CC1=C(C(=O)OCc2ccc3c(c2)OCO3)C(c2ccccc2)NC(=O)N1 (configuration not stated)	16	2.5	-0.64	-0.27	38*	18	0.3	88*	-0.8
9	Cc1cccc(NC(=O)CS(=O)(=O)c2c[nH]c3ccccc23)c1C	-10	-0.7	-0.82	0.42	nt	0	0.3	nt	nt
10	O=C(c1oc2ccccc2c1N1CCCCC1)N1CCCCC1	-2	0.1	-0.58	-0.24	5	20	-0.1	13	-0.2
11	O=c1[nH]c2ccccc2nc1NCCN1CCOCC1	2	2.2	0.11	0.81	-4	-14	0.3	-3	-0.5
12	CCCCCOC(=O)CSc1nnc(-c2ccccc2)c(=O)[nH]1	13	3.0	nt	nt	-2	8	-1.1	14	-0.7
13	COC(=O)Cn1c(CN2CCOCC2)nc2c1c(=O)[nH]c(=O)n2C	-4	-0.4	0.071	0.27	-5	4	0.1	-8	0.5
14	Cn1c(=O)c2c(ncn2CC(=O)NCc2cccnc2)n(C)c1=O	-7	-2.7	-0.18	-0.0031	2	2	-0.3	-16	-2.2
15	O=C(NCc1ccccn1)Nc1ccc(F)cc1	9	-1.7	0	0.96	0	-8	0.1	nt	-0.8
16	COCCNC(=O)C(c1ccc(C)o1)N(Cc1ccc(OC)cc1)C(=O)Cn1nnc2ccccc21 (configuration not stated)	-8	-1.5	0.64	0.35	-1	0	-1.3	-15	-0.1
17	COc1ccc(-c2nn(C)c(=O)c3ccccc23)cc1NC(=O)Cn1nc(C)c2ccccc2c1=O	38*	-0.2	3.2	0.29	13	16	1.1	11	0.3
18	CCOc1ccc(-c2nnn(CC(=O)NCc3ccc(OC)cc3)n2)cc1OCC	-5	1.2	-0.79	1.4	-6	-15	0.8	-4	-0.2
19	CCOC(=O)Cn1c(CCC(=O)O)ccc1-c1ccc(F)cc1	-5	-1.2	-0.76	0.047	-2	-8	0.1	-5	-0.1
20	OCc1ccccc1CNCc1ccccc1	2	-0.2	2.1	-0.68	-5	-8	0.4	-4	0.1
21	NC(=O)C(F)(F)C12OC3C4C5CC(C6C5C3C61)C42 (configuration not stated)	0	0.4	-1.1	0.84	-4	-4	0.1	0	0.3
22	COc1ccc2c(c1)cc(C(=O)O)n2C	-1	-0.9	-0.57	0.43	1	-16	-0.5	3	0.2
23	O=C(COc1ccc(Cl)cc1Cl)Nc1ccc2nc3n(c(=O)c2c1)CCCC3	-1	-6.6	0.45	0.13	0	-8	-0.5	-27	0.1
24	O=C(NC1CCCCCCC1)C1CCN(S(=O)(=O)N2CCC3(CC2)OCCO3)CC1	1	2.3	-0.095	-0.71	0	7	-0.1	15	0.0
25	CCCCCOc1ccc(NS(C)(=O)=O)cc1	23	-0.9	0.36	-0.27	0	26	-1.6	21	-1.2
26	CC(=O)Nc1ccc(S(=O)(=O)N2CCN(C3CCCCCCC3)CC2)cc1	6	-0.9	-0.33	-1.1	2	18	-0.8	-12	-0.8
27	Cc1ccc(C(=O)OCc2nnc(-c3ccccc3)o2)o1	0	-1.7	0.67	-2.4	4	8	-0.5	-2	-0.6
28	Cc1nc(NC(C)C)c2oc3ccccc3c2n1	11	0.1	-0.8	-0.48	nt	2	0.8	nt	nt
29	CCOc1ccc(-c2nc(-c3ccc(OC)cc3)no2)cc1OCC	-3	-4.4	-0.019	-0.029	6	-4	0.3	98*	0.5
30	CSc1cccc(NC(=O)CN2C(=O)c3ccccc3S2(=O)=O)c1	7	-1.3	-0.12	0.11	3	4	-1.1	-23	-0.5
31	O=C(NCCCN1CCOCC1)c1cc2c(=O)[nH]c3ccccc3c2s1	-7	3.1	nt	nt	-2	-14	-0.6	-22	0.4
32	C=CCn1c(SCC(=O)Nc2sc(C)c(C)c2C(=O)OCC)nnc1-c1sc(N)nc1C	19	4.0	-1.1	0.029	-4	-19	1.1	-4	-0.3
33	CC(C)C(=O)NC(C)C(c1cccs1)N1CCN(c2ccccc2)CC1 (configuration not stated)	9	-1.3	0.5	0.028	-1	5	-0.2	4	0.6
34	O=C(c1ccco1)N1CCN(C(c2ccccc2Cl)c2nnnn2Cc2cccs2)CC1 (configuration not stated)	2	2.8	0.2	-1.1	2	2	0.6	13	-0.9
35	Cn1c(=O)c2c(nc(CN3CCN(c4ccc(F)cc4)CC3)n2Cc2ccccc2F)n(C)c1=O	11	-0.9	-0.38	-0.42	-2	-2	-0.3	-4	-0.3
36	CC(=NCCN1CCNCC1)C1=C(O)CC(C)(C)CC1=O	-7	0.1	0.31	-0.57	1	-15	-0.3	-20	-0.9
37	COc1cccc(N2CCN(C3CC(=O)N(c4ccc(Cl)cc4)C3=O)CC2)c1 (configuration not stated)	10	-2.1	-0.71	-0.5	-1	-3	1.5	-3	-1.6
38	CCOC(=O)c1ccc(N2C(=O)C3CC=CCC3C2=O)cc1 (configuration not stated)	6	-3.3	-0.53	-0.08	8	-6	0.7	-17	-0.9
39	CCCNC(=O)C(Cc1ccccc1)NS(=O)(=O)c1ccc2c(c1)CCC(=O)N2 (configuration not stated)	16	-3.2	1.4	0.5	5	14	0.0	-11	-1.7
40	COc1ccc(CN2C(=O)CCC2(C)C(=O)NC2CCCC2)c(OC)c1 (configuration not stated)	-1	-7.4	-0.23	-0.08	2	4	0.1	6	-1.5
41	COC(=O)c1ccccc1NC(=O)COC(=O)c1ccco1	-1	-1.2	-0.59	0.65	8	1	-1.2	-12	0.0
42	COc1cc(C(=O)OCC(=O)Nc2cc(C)on2)ccc1OCc1ccccc1Cl	9	-1.9	-0.18	-1.2	2	4	0.5	-10	-1.0
43	COc1cccc(N2C(=O)C3CCCN3C2c2ccc(N(C)C)cc2)c1 (configuration not stated)	-5	-4.6	-0.064	-0.018	-1	12	-0.1	-7	-1.4
44	O=C1c2cccnc2C(O)N1C1CCCCC1 (configuration not stated)	0	-3.5	0.18	-0.024	-10	-5	-0.7	-6	0.0
45	COc1ccccc1NC(=O)c1cc2n(n1)C(C(F)(F)F)CC(c1ccc3c(c1)OCO3)N2 (configuration not stated)	-6	-2.4	-0.28	0.8*	0	-11	0.4	25	-0.6
46	CCn1c(SCC(=O)c2ccc3c(c2)OCCO3)nnc1C(C)C	-7	0.1	0.66	0.035	0	3	-0.2	-10	0.2
47	Cc1ccc(NC(=O)CSc2nnc(NC(=O)CN3CCOCC3)s2)cc1	-5	-3.3	0.0093	0.61	6	-16	0.7	-10	-0.8
48	Cc1nn2c(-c3ccncc3)nnc2c2ccccc12	13	-2.4	1.2	-0.38	8	-9	0.8	-18	-1.0
49	CCOC(=O)C1=C(C)NC(=O)NC1c1cn(-c2ccccc2)nc1-c1cccs1 (configuration not stated)	7	1.1	-0.79	-1.6	-2	-1	-0.1	-45	-0.2
50	CC(C)CC(=O)Nc1ccccc1N1CCN(C(=O)c2ccccc2)CC1	12	-1.2	1.7	-0.039	2	12	-0.1	2	-0.7

Going on with the list:
nr	structure	HTR1E antagonist	HTR1A agonist	M1 ag	M1 antagonist	Jurkat tox 60K	5HT1a antag	5HT1E ag	S1P1 ag pot	S1P3 agonist
51	CC(C)n1c(=N)c(C(=O)NCCc2ccccc2)cc2c(=O)n3ccccc3nc21	-13	52*	4.1	-4.1*	18	-69	13*	-245	6.3*
52	CCOc1ccc(N(CC(=O)NC2CCCCCC2)S(=O)(=O)c2c(C)noc2C)cc1	2	-0.5	0.74	0.5	-9	12	0.3	-21	-1.1
53	CCCCOC(=O)CSc1nc(N)c(C#N)c(-c2ccc(OCC)cc2)c1C#N	-4	-3.3	-0.093	0.51	-4	-1	0.8	23	-0.2
54	CC(C)COC(=O)c1ccc(NC(=O)C2C3CCC(C3)C2C(=O)O)cc1 (configuration not stated)	3	0.6	-0.84	0.1	0	-9	-0.6	-29	0.7
55	Cc1ccc(O)c(NC(=O)CCC2CCCCC2)c1	-4	1.1	0.0027	-0.57	39*	-2	-0.4	131	0.0
56	CSc1nc(-c2ccco2)cc(-c2ccccc2)c1C#N	1	-4.0	15*	0.1	0	-11	-0.7	-20	-0.2
57	CCCc1nc(SCC(N)=O)[nH]c(=O)c1CC	5	-3.8	-0.31	0.026	nt	-12	-0.4	nt	nt
58	CCOc1ccccc1NC(=O)CSc1nnc2c(CC)c(C)nc(N)n12	11	-1.8	0.25	-0.39	-2	8	0.5	-3	0.4
59	COc1ccccc1C1C=C(c2ccc(Cl)cc2)Nc2nc(NS(C)(=O)=O)nn21 (configuration not stated)	12	-2.4	54*	1	-6	-8	-1.0	8	0.7
60	CN1CCN(S(=O)(=O)c2ccc(NC(=O)c3ccco3)cc2)CC1	15	-4.7	0.74	0.37	4	25	-1.5	7	-1.3
